CRFBP-R2 block – CRF-BP/CRF-R2 complex antagonism; 0.59% of 350,000 active; HEK293 CRF-R2/CRF-BP, CRF-induced calcium fluorescence; inhibition, % at 11.8 µM;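 active = inhibition of the ligand-induced calcium signal above about 50% at the single tested concentration, limit read from the data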
M4 PAM – positive allosteric modulators of human muscarinic M4 receptor. 0.4% of 360,000 active. AID 624126. activation, % at 3 µM. P08173. CHO-K1 hM4/Gqi5, Fluo-8 calcium fluorescence, ACh EC20; 0% = ACh EC20, 100% = maximal ACh;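 active = activation above its plate's cutoff, the mean activation of sample wells plus 3 SD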; also: some results filed as inactive read as strong as hits
Target sequence (P08173 whole entry, looked up): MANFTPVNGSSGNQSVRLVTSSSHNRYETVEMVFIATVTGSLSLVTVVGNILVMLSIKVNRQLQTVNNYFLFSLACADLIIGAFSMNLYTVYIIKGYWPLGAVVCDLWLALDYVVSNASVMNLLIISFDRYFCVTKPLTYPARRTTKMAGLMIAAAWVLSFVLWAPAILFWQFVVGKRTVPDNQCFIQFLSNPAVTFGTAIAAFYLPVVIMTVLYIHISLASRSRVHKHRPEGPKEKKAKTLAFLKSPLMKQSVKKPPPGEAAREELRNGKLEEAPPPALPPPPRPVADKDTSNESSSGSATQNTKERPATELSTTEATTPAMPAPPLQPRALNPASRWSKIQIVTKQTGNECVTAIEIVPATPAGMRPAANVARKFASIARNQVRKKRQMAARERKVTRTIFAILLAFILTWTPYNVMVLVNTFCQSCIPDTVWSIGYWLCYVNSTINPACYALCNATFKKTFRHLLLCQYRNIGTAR
CHRM5 antagonist – blocks acetylcholine activation of human M5 receptor; 0.59% of 360,000 active; inhibition, % at 3 µM; P08912; CHO-hM5 cells, Fluo-8 calcium fluorescence, ACh EC80; AID 624040;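 active = inhibition above a per-plate cutoff, the mean of that plate's test compounds plus 3 SD, cut at about 27% in these data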;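 also: 0% = acetylcholine EC80 with DMSO and 100% = DMSO without agonist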
CHRM5 PAM – potentiates acetylcholine response at human M5 receptor; P08912; CHO-K1 hM5, Fluo-8 calcium, ACh EC20 PAM; 0% = ACh EC20, 100% = ACh EC100; activation, % at 3 µM; 0.3% of 360,000 active; AID 624038;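 active = activation above the run cutoff, the mean activation of all test compounds plus 3 SD, cut at about 18% in these data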
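Assay system – human M5 receptor in CHO-K1 cells · Read-out – % activation, ACh-normalized · Technique – Fluo-8 calcium fluorescence · Dosing – single-point, 3 µM nominal · Incubation – Fluo-8 loading 80 min at 37 °C plus 30 min room temperature · Repeats – singlicate, one well per test compound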
CRFR2-BP ag – agonists of human CRF-binding protein/CRF-R2 receptor complex; HEK293 CRF-R2/CRF-BP, calcium dye fluorescence (FLIPR); percent of saturating CRF peptide response; 0.46% of 350,000 active; AID 588473; activation, % at 13.2 µM;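 active = activation of at least 50%, plus an integration ratio under a set limit after plate pattern correction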;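 also: plate controls were neutral control wells without compound for no effect and CRF at EC100 for full effect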
TAAR1 antag – antagonists of human TAAR1; AID 624466; 1.5% of 360,000 active; Q96RJ0; inhibition, % at 3 µM; CHO RD-HGA16 TAAR1, Fluo-8 calcium fluorescence, antagonist;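 active = inhibition above a per-plate cutoff, the mean inhibition of test compounds on that plate plus 3 SD, cut at about 49% in these data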;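 also: 0% = DMSO plus EC80 beta-PEA response and 100% = DMSO alone without agonist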
Target sequence (Q96RJ0 whole entry, looked up): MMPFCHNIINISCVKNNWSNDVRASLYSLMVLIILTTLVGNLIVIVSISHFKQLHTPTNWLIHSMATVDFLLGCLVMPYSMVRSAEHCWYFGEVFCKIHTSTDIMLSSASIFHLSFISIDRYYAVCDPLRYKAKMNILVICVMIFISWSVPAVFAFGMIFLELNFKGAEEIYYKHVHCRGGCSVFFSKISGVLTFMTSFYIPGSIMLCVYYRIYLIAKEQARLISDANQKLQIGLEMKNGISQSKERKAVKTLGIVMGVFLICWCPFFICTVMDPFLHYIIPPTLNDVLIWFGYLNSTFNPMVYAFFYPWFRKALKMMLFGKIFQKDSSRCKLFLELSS
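System: CHO RD-HGA16 cells bearing hTAAR1. Reagent: EC80 β-phenethylamine stimulus. Schedule: seeding 17-24 h prior, 75-min 37 °C, 30-min RT dye loading. Signal: Fluo-8 intracellular calcium dye fluorescence, real-time kinetic reads. Read-out: % inhibition from peak post-agonist over basal fluorescence ratio. Benchmarks: vehicle wells and EC80 agonist wells. Replicates: n of 1.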
M5 ag – agonists of human muscarinic M5 receptor (CHRM5) | P08912 | CHO-K1 hM5 cells, Fluo-8 calcium fluorescence; 0% DMSO wells, 100% maximal acetylcholine response | activation, % at 3 µM | 0.19% of 360,000 active;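 active = activation above the run's mean over test compounds plus 3 SD, cut at about 23% in these data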;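 also: signal is peak over basal fluorescence ratio across the kinetic read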
TAAR1 agonist – agonists of human TAAR1; Q96RJ0; CHO RD-HGA16 TAAR1, Fluo-8 calcium fluorescence; vehicle wells 0%, saturating PEA agonist 100%; activation, % at 3 µM; 0.99% of 360,000 active;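 active = activation above the mean activation of all test compounds in the run plus 3 SD, cut at about 38% in these data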
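Assay system: CHO-derived RD-HGA16 cells with stable Gα16 and human TAAR1; timing: 17-24 h seeding, 75 min 37 °C dye, 30 min RT; read-out: % activation from peak over basal fluorescence ratio, DMSO-to-PEA scaled; measured by: kinetic Fluo-8 calcium fluorescence; benchmarks: low control DMSO, high control PEA (EC100); doses: 3 µM single concentration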
CHO-K1 Ca PAM – nonselective activator or artifact in parental CHO-K1 calcium assay; ATP EC20, Fluo-8 calcium fluorescence; 0% at ATP EC20, 100% at ATP max; activation, % at 3 µM; 0.02% of 360,000 active;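 active = activation above the run cutoff, the mean activation of all test compounds plus 3 SD, cut at about 40% in these data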;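 also: peak over basal fluorescence ratio in a 140 s read after ATP addition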
The depositor's hits bear a star; . = not tested or not shown.

SMILES | CRFBP-R2 block | M4 PAM | CHRM5 antagonist | CHRM5 PAM | CRFR2-BP ag | TAAR1 antag | M5 ag | TAAR1 agonist | CHO-K1 Ca PAM
Cc1ccc(NC(=O)CN2CCN(CCN=CC3=C(O)CC(c4ccccc4)CC3=O)CC2)cc1 (centres undefined) | 8 | 3 | 6 | -5 | -1.5 | -7 | -3 | 6 | 9
CN(CC(=O)Nc1ccncc1)S(=O)(=O)c1ccc(Cl)cc1 | -1 | 6 | -7 | -2 | -0.6 | -5 | 6 | 5 | 15
Cc1ccc(S(=O)(=O)N2CCOCC2)cc1NC(=O)CNCc1ccc(Cl)cc1Cl | -2 | -8 | 9 | -21 | -0.1 | 59* | 5 | 21 | 10
CCC(C)N(C(=O)CSc1nc2ccc(OC)cc2[nH]1)C1CCS(=O)(=O)C1 (centres undefined) | 7 | 3 | -2 | 1 | -0.9 | -37 | 2 | 0 | 6
O=C(OCC#CCSc1nnc(-c2cccc3ccccc23)o1)c1ccc(Br)cc1 | -13 | 0 | 10 | 5 | 11 | -9 | 1 | 2 | 15
CC(=O)Nc1ccc(NC(=O)C(C)OC(=O)CCSc2ccccc2Cl)cc1 (centres undefined) | 2 | 4 | 6 | 2 | -0.5 | 5 | 3 | 7 | -3
CCC(CO)n1c(=S)[nH]c2cc(OC)c(OC)cc2c1=O (centres undefined) | 8 | 9 | 7 | 7 | -1.3 | 7 | 4 | 0 | 18
CN(C)c1ccc(-c2ccnc3c2CC(C)(C(=O)NCc2ccncc2)O3)cc1 (centres undefined) | . | 1 | 6 | -3 | . | -17 | -1 | -2 | -10
C[C@@H]1CN([C@@H](C)CO)C(=O)Cc2cc(NC(=O)Nc3cccc4ccccc34)ccc2O[C@@H]1CN(C)Cc1ccc(C(F)(F)F)cc1 | -4 | 1 | 3 | 8 | 0.4 | 1 | 1 | -2 | -5
C/C(=N/NC(=O)c1nnn(-c2nonc2N)c1COc1ccccc1)c1ccc(O)cc1 | -10 | 5 | 1 | 2 | 3.5 | -11 | -2 | 5 | -12
Cc1ccc(NC(=O)c2nc(C)n(-c3ccc([N+](=O)[O-])cc3)n2)cc1 | -4 | 2 | 3 | 1 | 0.0 | . | -5 | . | 17
CCN(Cc1ccccc1)C(c1cc2cc(C)cc(C)c2[nH]c1=O)c1nnnn1CCOC (centres undefined) | -6 | 15 | -4 | 2 | 2.2 | -19 | 0 | 19 | -1
CCN1CCN(c2cc(C)c3cc(NC(=S)NCCCOC)ccc3n2)CC1 | -10 | -4 | 2 | -1 | 0.9 | 2 | -4 | 8 | 3
CC(C)(C)NC(=O)C(=O)NN=C1CCCCCCC1 | -5 | -6 | 4 | 0 | 0.1 | 0 | 1 | 5 | -1
Cc1ccc(C2OC3=C(C(=O)CC(C)(C)C3)C(N)=C2C#N)o1 (centres undefined) | 20 | -2 | 3 | 2 | -8.8 | 3 | -3 | 0 | 19
CCc1ccc(NC(=O)C(=O)NCc2ccccn2)cc1 | -6 | 3 | 0 | 13 | -2.5 | -14 | -1 | 1 | -10
N#CC(C#N)=Cc1ccc(-c2ccc(S(=O)(=O)N=C(N)N)cc2)o1 | -3 | 9 | -6 | 1 | 5.5 | 9 | -3 | 2 | 28
Cc1ccc(NC(=O)CC(C)CC2=NS(=O)(=O)c3ccccc3N2)cc1 (centres undefined) | -19 | 2 | 2 | -3 | 1.7 | 11 | 0 | 2 | -6
Cc1cccc(CN2C(=O)N/C(=C/c3ccc(C)s3)C2=O)c1 | -9 | -1 | 1 | -6 | 7.6 | 5 | 1 | 8 | 12
S=C(NCCc1ccccc1)Nc1nccs1 | -1 | 7 | 3 | -8 | 1.4 | 13 | 4 | 13 | -5
COc1ccccc1CC(=O)Nc1ccc(S(=O)(=O)N2CCCCC2)cc1 | -11 | 5 | 8 | -6 | -1.9 | 1 | -4 | -1 | -1
O=c1c2[nH]cnc2n(-c2cccc(Br)c2)c(=O)n1Cc1ccccc1 | -34 | -5 | 20 | -10 | 2.2 | -2 | 3 | 30 | -10
CC1CCN(Cc2nnnn2-c2cccc([N+](=O)[O-])c2)CC1 | 12 | -2 | 3 | -2 | -5.4 | 4 | -4 | -1 | 15
C/C=C(\NC(C)=O)c1ccccc1 | -1 | 7 | 8 | 2 | 0.1 | 16 | 2 | 10 | 15
CCc1ccc2c(c1)C(=O)c1ccccc1C2=O | -14 | 4 | 4 | -4 | -2.2 | 6 | -3 | 7 | -11
CCOCCCNc1nc(C(F)(F)F)nc2c1nnn2Cc1ccccc1Cl | -25 | 7 | -14 | 3 | 5.0 | 5 | -5 | -1 | 13
Cc1cc(Cn2nc(-c3ccccc3C)cc2C(=O)O)on1 | 6 | 5 | -7 | 4 | -1.1 | 0 | 5 | -1 | 7
CCOC(=O)N1CCC(NC(=O)CSc2cc(=O)n(CC)c3ccccc23)CC1 | 5 | -3 | 0 | -2 | 0.8 | 0 | 2 | 17 | 1
Cc1ccc(C2C(C(=O)c3cc4ccccc4o3)=C(O)C(=O)N2CCN(C)C)o1 (centres undefined) | 2 | -4 | -5 | 3 | 2.7 | -13 | -2 | 0 | 17
CNC(=S)N(CCc1c(C)[nH]c2ccc(Cl)cc12)Cc1cccnc1 | -28 | -1 | 7 | -5 | -1.4 | -4 | 1 | 9 | -10
O=c1c2ccccc2c(-c2ccc(O)cc2)nn1-c1cccc(C(F)(F)F)c1 | 57* | -11 | 17 | -11 | 0.7 | 22 | 1 | -1 | 17
Cc1csc(NC(=O)c2ccc(S(=O)(=O)N(C)c3ccccc3)cc2)n1 | -10 | -6 | -7 | -6 | -1.8 | 19 | -2 | 19 | -3
O=C(COC(=O)Cn1cnc2ccccc2c1=O)NNC(=O)c1ccc(Br)cc1 | -9 | -3 | 14 | 10 | -1.1 | -21 | 3 | 0 | 8
CC1=CC(=O)CC(C)(C)[C@@]1(O)/C=C/[C@@H](C)O[C@@H]1O[C@H](CO)[C@@H](O)[C@H](O)[C@H]1O | -2 | -3 | 1 | -5 | -1.6 | 1 | 2 | 1 | -5
CSc1nc2n(n1)C(c1ccccn1)C1=C(CC(C)(C)CC1=O)N2 (centres undefined) | -2 | -7 | 1 | -5 | 2.2 | 5 | -1 | 2 | -5
COc1ccc(C2CC(=O)N(CC(=O)NCC3CCCO3)c3ccccc3S2)cc1 (centres undefined) | 5 | -3 | 1 | -1 | 0.0 | 3 | -2 | 4 | -3
CCCNC(=O)Nc1cc(OCC)c(N2CCOCC2)cc1OCC | 12 | 3 | -2 | 2 | -0.4 | -1 | -4 | 21 | 15
CCc1cccc(C)c1NC(=O)CSc1nc2ccccc2n1CC(=O)N(C)C | 2 | 3 | 8 | -5 | -1.5 | -12 | 1 | 5 | 0
Cc1nn(Cc2ccccc2)c(C)c1C(=O)N1CCN(CC(=O)Nc2ccccc2Cl)CC1 | -2 | -4 | 5 | -14 | -0.5 | 2 | 3 | 5 | -16
CCc1ccc(/C=C/C(=O)c2cc(Br)ccc(=O)c2O)cc1 | -6 | -7 | -4 | 3 | -2.9 | 32 | 6 | 27 | 13
CCOC(=O)c1ccc(NC(=O)CSC2=NN3CCCC(=O)N=C3S2)cc1 | 10 | 0 | 8 | -4 | 1.2 | -11 | 4 | 12 | 1
Cc1cccc(CSc2nnc(-c3ccccn3)n2N)c1 | -10 | 6 | -9 | 7 | 0.3 | 19 | -1 | 7 | 23
Cc1ccc2nc(N3C(=O)C(O)=C(C(=O)c4ccco4)C3c3cccc(O)c3)sc2c1 (centres undefined) | 52* | -4 | -4 | 5 | -0.1 | 0 | 0 | 4 | 18
COc1ccc(CNC(=O)c2cccc(NC3=NC4CS(=O)(=O)CC4S3)c2)cc1 (centres undefined) | -5 | 4 | -2 | -4 | 1.0 | -17 | 0 | 0 | 2
Cc1ccccc1-c1cn(-c2ccccc2)c(=S)[nH]1 | 0 | 4 | 12 | 1 | -0.5 | -3 | -6 | 7 | 14
O=C(CN1C(=O)c2ccccc2C1=O)OCC(=O)c1ccc(F)cc1 | 4 | -1 | 9 | -6 | 0.2 | 5 | 1 | 1 | -12
CCCn1c(N)c(N(CCOC)C(=O)c2ccc(N3CCCC3=O)cc2)c(=O)[nH]c1=O | 6 | 5 | 4 | -1 | -1.4 | 17 | 3 | 1 | 16
CC(C)Oc1ccc(CNC2CCOC(C)(C)C2)cc1 (centres undefined) | 1 | 4 | -9 | 1 | -0.1 | -26 | -2 | 5 | 18
O=C(C1CCCCC1)N1CCC2CC1c1cc(-c3ccc4c(c3)OCO4)ccc12 (centres undefined) | . | -3 | 14 | -11 | . | 6 | 5 | 1 | 13
CCOC1CCCc2oc(-c3ccsc3)c(-c3cnc(OC)nc3)c21 (centres undefined) | . | -1 | -5 | 7 | . | -11 | 0 | 0 | 12
CCOc1cc(C2C(C(=O)OC)=C(C)N=C3SC(C)C(=O)N32)ccc1OC(C)=O (centres undefined) | 34 | 4 | -2 | -4 | 1.4 | 1 | -1 | 3 | 10
Cc1ccc(NC(=O)COC(=O)c2ccc(NC(=O)CC#N)cc2)cc1S(=O)(=O)N1CCOCC1 | -3 | -2 | 9 | 1 | 0.7 | -16 | 3 | 1 | 1
Cc1cccc(C)c1NC(=S)N(CCN1CCCCCC1)Cc1ccco1 | 7 | -19 | 2 | -12 | 7.3 | -8 | -16 | -1 | 18
Cc1cc(C(C)(C)C)cc(S(=O)(=O)NCCO)c1C | 15 | 11 | -3 | -4 | 0.3 | 5 | 1 | 5 | 19
CCOc1ccc(C(=O)NCc2cccnc2)cc1 | 17 | 10 | -3 | 4 | -1.2 | -3 | 1 | 13 | 6

Some of these compounds in order of molar mass, lowest first.
SMILES | CRFBP-R2 block | M4 PAM | CHRM5 antagonist | CHRM5 PAM | CRFR2-BP ag | TAAR1 antag | M5 ag | TAAR1 agonist | CHO-K1 Ca PAM
CCOc1ccc(C(=O)NCc2cccnc2)cc1 | 17 | 10 | -3 | 4 | -1.2 | -3 | 1 | 13 | 6
CC(C)Oc1ccc(CNC2CCOC(C)(C)C2)cc1 (centres undefined) | 1 | 4 | -9 | 1 | -0.1 | -26 | -2 | 5 | 18
O=C(CN1C(=O)c2ccccc2C1=O)OCC(=O)c1ccc(F)cc1 | 4 | -1 | 9 | -6 | 0.2 | 5 | 1 | 1 | -12
CCOC1CCCc2oc(-c3ccsc3)c(-c3cnc(OC)nc3)c21 (centres undefined) | . | -1 | -5 | 7 | . | -11 | 0 | 0 | 12
CCOc1cc(C2C(C(=O)OC)=C(C)N=C3SC(C)C(=O)N32)ccc1OC(C)=O (centres undefined) | 34 | 4 | -2 | -4 | 1.4 | 1 | -1 | 3 | 10

Screens from PubChem BioAssay.
